GSTO1 counter: inhibitors of recombinant GSTO1, primary screen, counter-screen for RBBP9 inhibitor project, biochemical, fluorescence polarization; inhibition, % at 5.96 µM; 1.1% of 300,000 active; activity-based probe fluorescence polarization;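 active means inhibition above the campaign mean inhibition plus 3 SD, cut at about 35% in these data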;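 further: 0% = GSTO1-1 with DMSO and 100% = wells lacking GSTO1-1 enzyme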
PAFAH1B2 FP inh: PAFAH1B2 enzyme inhibitors, primary screen, biochemical, fluorescence polarization, human; Platelet-activating factor acetylhydrolase IB subunit alpha2 (Homo sapiens), P68402; recombinant PAFAH1B2, FP-rhodamine activity probe; inhibition, % at 3.39 µM; 1.2% of 340,000 active; AID 492953, 2010;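 active means inhibition above the mean of all tested compounds plus 3 SD, cut at about 24% in these data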;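 further: 0% = enzyme with DMSO and 100% = wells lacking PAFAH1B2; many of its hits are not listed in these tables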
PREPL inhibitor: PREPL enzyme inhibitors, primary screen, biochemical, fluorescence polarization; AID 2751, 2010; recombinant PREPL, fluorescence polarization activity-based probe; Prolyl endopeptidase-like (Homo sapiens), Q4J6C6; inhibition, % at 5.96 µM; 0.68% of 320,000 active; in the data active means inhibition above about 43%;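 further: 0% = enzyme with DMSO and 100% = wells lacking enzyme; many of its hits are not listed in these tables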
Target sequence (Q4J6C6 whole entry, looked up): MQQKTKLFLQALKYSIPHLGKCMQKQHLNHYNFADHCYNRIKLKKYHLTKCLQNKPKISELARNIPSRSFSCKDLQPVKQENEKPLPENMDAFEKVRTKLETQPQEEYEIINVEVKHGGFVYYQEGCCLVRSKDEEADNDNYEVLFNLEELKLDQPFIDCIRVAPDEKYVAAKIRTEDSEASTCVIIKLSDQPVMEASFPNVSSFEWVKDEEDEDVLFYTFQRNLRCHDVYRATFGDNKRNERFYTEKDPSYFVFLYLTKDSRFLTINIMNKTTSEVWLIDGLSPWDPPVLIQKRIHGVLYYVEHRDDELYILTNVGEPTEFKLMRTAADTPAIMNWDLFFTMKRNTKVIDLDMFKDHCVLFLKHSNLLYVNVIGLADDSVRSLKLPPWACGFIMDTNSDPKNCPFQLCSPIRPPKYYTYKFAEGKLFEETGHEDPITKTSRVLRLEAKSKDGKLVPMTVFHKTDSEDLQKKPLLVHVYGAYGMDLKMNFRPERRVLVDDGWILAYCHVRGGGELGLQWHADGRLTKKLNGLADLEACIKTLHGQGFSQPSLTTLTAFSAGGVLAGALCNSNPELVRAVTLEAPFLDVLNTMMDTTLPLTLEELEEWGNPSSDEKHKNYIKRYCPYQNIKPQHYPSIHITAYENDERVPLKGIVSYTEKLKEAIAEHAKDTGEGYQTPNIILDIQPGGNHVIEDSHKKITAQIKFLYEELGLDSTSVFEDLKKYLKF
pPAFAH FP inh: pPAFAH enzyme inhibitors, primary screen, biochemical, fluorescence polarization, human | Platelet-activating factor acetylhydrolase (Homo sapiens), Q13093 | recombinant pPAFAH, FP-rhodamine probe fluorescence polarization | inhibition, % at 3.39 µM | 1.5% of 330,000 active | AID 463082, 2010;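 active means inhibition above the mean inhibition across the screen plus 3 SD, cut at about 25% in these data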;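 further: inhibitors block binding of the rhodamine activity-based probe so polarization drops; 0% = enzyme with DMSO and 100% = wells lacking pPAFAH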
LYPLA1 counter: LYPLA1 inhibitors, primary screen, counter-screen for PME1 inhibitor project, biochemical, fluorescence polarization, FP-Rh probe ABPP; AID 2174, 2009; Acyl-protein thioesterase 1 (Homo sapiens), O75608; 0.16% of 320,000 active; inhibition, % at 5.9 µM; recombinant LYPLA1;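 active means inhibition above the mean of all tested compounds plus 3 SD, set per campaign, cut at about 14% in these data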;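 further: inhibitors block serine hydrolase probe labeling of LYPLA1 so polarization falls; 0% = enzyme with DMSO and 100% = wells lacking LYPLA1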
PAD4 FP inh: human PAD4 inhibitors, primary screen, biochemical, fluorescence polarization, 1536-well format; Protein-arginine deiminase type-4 (Homo sapiens), Q9UM07; recombinant PAD4, RCA probe fluorescence polarization; inhibition, % at 6.36 µM; 0.41% of 330,000 active; AID 485272, 2010;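 active means percent inhibition above a cutoff equal to the mean of all tested compounds plus 3 SD, cut at about 15% in these data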;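 further: 0% = PAD4 with RCA probe and DMSO and 100% = probe without PAD4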
LYPLA2 counter: LYPLA2 inhibitors, primary screen, counter-screen for PME1 inhibitor project, biochemical, fluorescence polarization, FP-Rh probe ABPP. recombinant LYPLA2. 0.38% of 320,000 active. Acyl-protein thioesterase 2 (Homo sapiens), O95372. AID 2177, 2009. inhibition, % at 5.9 µM;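 active means inhibition above the screen-wide mean plus 3 SD, limit set per campaign, cut at about 26% in these data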;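 further: 0% = LYPLA2 with DMSO and 100% = wells lacking LYPLA2 enzyme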
PME-1 primary: PME-1 inhibitors via competitive probe labeling, primary screen, biochemical, fluorescence polarization, FP-Rh probe, HTS; Protein phosphatase methylesterase 1 (Homo sapiens), Q9Y570; recombinant PME-1; inhibition, % at 5.9 µM; 0.53% of 320,000 active;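 active means inhibition above the campaign mean of all compounds plus 3 SD, cut at about 26% in these data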;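 further: competitive labeling of PME-1 active site by serine hydrolase directed probe; 0% = PME-1 with DMSO and 100% = wells lacking PME-1 enzyme; inhibitors block probe labeling so polarization falls and inhibition rises; many of its hits are not listed in these tables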
Target sequence (Q9Y570 whole entry, looked up): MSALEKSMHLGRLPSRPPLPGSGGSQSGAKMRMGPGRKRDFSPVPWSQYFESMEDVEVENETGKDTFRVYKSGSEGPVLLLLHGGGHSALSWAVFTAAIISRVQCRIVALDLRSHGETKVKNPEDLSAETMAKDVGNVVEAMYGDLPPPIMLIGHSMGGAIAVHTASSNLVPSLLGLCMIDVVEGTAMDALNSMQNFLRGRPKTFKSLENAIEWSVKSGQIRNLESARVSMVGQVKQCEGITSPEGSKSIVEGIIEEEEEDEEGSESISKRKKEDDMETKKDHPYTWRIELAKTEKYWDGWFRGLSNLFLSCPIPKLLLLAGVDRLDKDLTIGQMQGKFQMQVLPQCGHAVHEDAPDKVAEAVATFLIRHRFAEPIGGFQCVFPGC
PAFAH1B3 FP inh: PAFAH1B3 enzyme inhibitors, primary screen, biochemical, fluorescence polarization, human; recombinant PAFAH1B3, FP-rhodamine probe; AID 492972, 2010; Platelet-activating factor acetylhydrolase IB subunit alpha1 (Homo sapiens), Q15102; 0.28% of 340,000 active; inhibition, % at 3.39 µM;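 active means inhibition above the screen-wide average of all tested compounds plus 3 SD, cut at about 25% in these data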;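 further: 0% = enzyme with DMSO only and 100% = wells lacking PAFAH1B3 protein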
Active calls of the source: *; x = not tested or not shown. An excerpt (hit frequency here may not be typical).

Every second line gives: LYPLA1 counter	PAD4 FP inh	PREPL inhibitor	GSTO1 counter	LYPLA2 counter	PAFAH1B2 FP inh	PAFAH1B3 FP inh	pPAFAH FP inh	PME-1 primary
- CCC(C(=O)NCc1ccco1)N(C(=O)CNS(=O)(=O)c1ccccc1)C1CCCCC1 (configuration not stated)
 : 4	6	8	3	7	6	1	8	6
- Cc1cc(O)cc2c1C(c1ccc(F)cc1)CC1(CC(C)(C)NC(=S)N1)O2 (configuration not stated)
 : 1	-1	-4	-3	7	14	7	6	4
- COc1ccc(CNC(=O)COc2ccc(S(=O)(=O)NC(C)C)cc2)cc1
 : 1	1	-11	1	4	1	11	2	-2
- C[C@]12C(=O)N(c3ccc(F)cc3)C(=O)N1[C@@H]1c3ccccc3OC[C@@H]1[C@H]2c1ccccc1
 : -3	-3	-17	5	-3	7	7	4	0
- Cn1c(=O)[nH]c(=O)c2c1ncn2CCN1CCCCC1
 : 4	4	6	11	7	-1	11	1	1
- Brc1ccc(C2C3=C(Nc4ncnn42)c2ccccc2OC3c2ccncc2)cc1 (configuration not stated)
 : -2	-5	-2	-10	2	4	3	-3	6
- COc1cc(/C=N/NC(=S)NCC2CCCO2)cc(OC)c1OC (configuration not stated)
 : 0	5	23	1	0	3	8	-3	-1
- Nc1nc(NC(=O)CCC(=O)O)nn1-c1ccccc1
 : -1	1	2	10	2	5	2	2	-2
- CCOC(=O)N1CCN(C(=O)CNC(=O)c2nn(-c3ccc(OC)c(OC)c3)c(=O)c3ccccc23)CC1
 : 0	-3	-6	-5	0	2	11	4	-3
- CCCC(=O)c1ccc(N2CCOCC2)c(F)c1
 : 0	-4	-19	-5	5	-2	10	3	0
- CSc1ccccc1NC(=O)c1onc(C)c1Cl
 : -3	0	3	3	2	2	-8	-2	-5
- O=S(=O)(Nc1cccc2cn[nH]c12)c1ccc(F)cc1
 : 4	-2	9	-2	5	3	0	-3	6
- O=C(NC1CCCC1)c1ccc(Cn2c(=O)[nH]c3ccsc3c2=O)cc1
 : 6	-1	1	-4	0	8	11	6	-5
- CCCCN1C(=O)C(=O)N(CC(=O)Nc2cccc(C(C)=O)c2)C1=O
 : 1	0	-3	x	-2	-3	-1	0	-1
- Cc1ccc(S(=O)(=O)c2cc3c(=O)n4cccc(C)c4nc3n(C3CCCCC3)c2=N)cc1
 : -1	-8	12	1	0	-2	6	-5	-2
- O=S(=O)(Nc1ccccc1)c1ccc(S(=O)(=O)N2CCCC2)cc1
 : -5	-4	-2	x	-5	6	1	27*	1
- COc1ccc(CCC(=O)N2CC(C)OC(C)C2)cc1 (configuration not stated)
 : 6	-1	9	0	12	4	15	9	4
- CC(C)(C)c1nc(SCC(=O)c2ccccc2)c2ccccc2n1
 : -7	5	0	-3	-8	0	2	4	-3
- Cc1c(Cl)cccc1NC(=S)N1CCC(N(C)CC2CCCO2)CC1 (configuration not stated)
 : -4	-8	4	-6	-3	-4	-4	-10	-6
- CC1(C)Cc2c(C#N)c(OCC(=O)c3ccccc3)nc(-c3ccoc3)c2CO1
 : 0	2	-4	4	5	1	0	1	-1
- O=C(OCC(=O)N1CCCc2ccccc21)c1ccc(S(=O)(=O)C(F)F)cc1
 : -1	-5	-2	8	5	-3	2	7	-1
- CCc1ccc2nc(SCC(=O)N3CCCCC3)c(C#N)cc2c1
 : -5	-4	19	-7	-4	1	2	4	3
- Cc1ccc(CNC(=O)Cc2cn(C)c3ccccc23)cc1
 : -3	-4	6	1	-7	5	-2	-5	-2
- O=c1sc2ccccc2c(=O)n1Cc1ccccc1F
 : -3	7	-4	4	-5	4	4	2	-5
- O=C(Nc1ccncc1)c1ccc2c(c1)C(=O)N(CC1CCCO1)C2=O (configuration not stated)
 : 1	0	21	14	3	1	6	3	1
- COc1ccccc1NC(=O)CSc1nc(O)cc(=O)n1-c1ccccc1OC
 : -2	-4	7	5	-2	-3	6	43*	-3
- CC(C)(C)CC(=O)N1CCN(Cc2ccc3c(c2)OCO3)CC1
 : -4	-2	6	-1	0	6	15	9	-2
- CCOc1ccc(N(CC(=O)NCc2ccco2)S(C)(=O)=O)cc1
 : -3	-1	11	5	-2	4	3	1	0
- COc1ccc(-c2nnn(CC(=O)NCc3ccc4c(c3)OCO4)n2)cc1OC
 : -4	-3	-8	-4	-2	-4	6	0	-5
- O=C(NCC1CCCO1)Nc1ccc(Cl)cc1 (configuration not stated)
 : 0	7	-5	-3	3	5	7	-5	-6
- O=C(O)CCN(Cc1ccccc1)S(=O)(=O)c1ccc(Cl)cc1F
 : -2	2	1	-1	1	8	4	4	-2
- Cn1c(C(C#N)/C(=N\S(=O)(=O)c2cccs2)c2ccccc2)nc2ccccc21 (configuration not stated)
 : -3	-1	9	2	-6	7	4	-4	5
- O=C(OC(C(=O)NCc1ccc2c(c1)OCO2)c1ccccc1F)c1ccco1 (configuration not stated)
 : -5	1	-7	2	-6	4	6	-6	2
- CCCC(=O)NCCc1cc2ccc(C)c(C)c2[nH]c1=O
 : 1	-4	-7	4	5	3	-2	1	-8
- CCOC(=O)c1sc(NC(=O)CN(CC)CC)c(C(=O)OCC)c1C
 : 1	-4	5	-4	-2	5	-1	0	4
- COc1ccccc1CNC(=O)c1cc2ccccc2oc1=O
 : 2	2	1	1	14	8	1	5	3
- CCC(NC(=O)CN1CCN(C(=O)c2cccs2)CC1)c1ccc(C)cc1 (configuration not stated)
 : 1	0	1	x	-4	5	2	3	4
- O=C(Nc1cccnc1)c1ccc(NC(=O)c2ccco2)cc1
 : -3	3	0	-2	-8	4	8	2	1
- CCC(C)NC(=O)[C@@H]1CCCN1C(=O)C1CCN(S(=O)(=O)c2ccc(C)cc2)CC1 (some centres not stated)
 : 2	-4	3	-2	4	11	4	-2	5
- c1cncc(Oc2cccc(Oc3cccnc3)c2)c1
 : 2	-4	9	-1	3	4	4	0	-1
- Cc1ccc(-c2nc(C)sc2CC(=O)OCC(=O)Nc2ccc(F)c(Cl)c2)cc1
 : -12	-1	0	1	-16	3	12	11	0
- Cc1noc(C)c1C(=O)Nc1nc2ccc(F)cc2s1
 : -1	-3	-2	x	2	-4	-1	-4	5
- O=C1N[C@@H](Cc2cn(S(=O)(=O)c3ccc([N+](=O)[O-])cc3)c3ccccc23)C(=O)N[C@H]1Cc1ccccc1
 : -2	-2	7	5	2	0	0	4	4
- O=C(Nc1nc2c(s1)CCCC2)c1ccc(Br)o1
 : 4	2	-11	-3	3	2	0	-2	-3
- N#CCC(=O)Nc1ccc(C(=O)OCC(=O)N(C2CCCCC2)C2CCCCC2)cc1
 : -19	-2	-34	-14	-22	-2	-2	3	-18
- O=C(CCC1CCCC1)Nc1nnc(-c2ccc3c(c2)OCO3)s1
 : 1	-5	2	-1	-2	6	3	4	0
- O=C(c1cc[n+]([O-])cc1)N1CCc2c([nH]c3ccccc23)C1c1ccccc1Cl (configuration not stated)
 : -1	2	-7	-2	-2	x	x	3	-3
- O=C(Nc1ccc(Cl)c(C(F)(F)F)c1)[C@@H]1CC=C[C@@H]2CCN(C3CCCCC3)C(=O)[C@@H]21
 : -5	2	-8	-1	3	2	3	3	-3
- Cc1cc(C(=O)CSc2n[nH]c(N)n2)c(C)n1-c1ccc(F)cc1
 : 4	-3	-2	-6	3	4	8	-1	0
- Cc1ccc(NC(=O)COC(=O)c2cc(Cl)cc(Cl)c2)c(Br)c1
 : 0	4	6	10	-2	0	4	4	-4
- CCOCc1nnc(NC(=O)C2CCN(C(=O)C3CC(=O)N(c4ccc(C)cc4)C3)CC2)s1 (configuration not stated)
 : -5	0	13	2	0	-1	2	5	1
- CCn1c(SCC(=O)NCc2ccc3c(c2)OCO3)nnc1-c1ccco1
 : 0	-1	-2	8	-2	3	-3	6	0
- NC(=O)CSc1nc(-c2ccccc2Cl)ns1
 : 3	-6	-7	-9	-1	3	6	2	-6
- CC(C)CCNC(=O)c1ccc(Cl)c(N)c1
 : 2	2	-3	1	3	x	x	1	2
- COc1ccc(OC)c(N/C=C/C(=O)c2ccc(OC)c(OC)c2)c1
 : -1	3	9	1	2	2	0	8	10
- CN(Cc1ccccc1)C(=O)c1nn2cccnc2c1Cl
 : 3	-4	-1	12	4	4	3	2	4
- Fc1ccc2c(c1)C(c1ccncc1)=NNC(c1ccc(Cl)cc1)=N2
 : -2	-2	3	-2	3	3	13	3	-4
- COc1ccc(NC(=O)CCn2c(=S)[nH]c3ccccc3c2=O)cc1
 : -1	2	10	2	-4	1	2	4	-10
- Cc1onc(-c2c(F)cccc2Cl)c1C(=O)NCCCN1CCOCC1
 : -2	0	3	1	1	1	1	-1	3
- CCOC(=O)C(CCCOc1cccc(OC)c1)C(=O)OCC
 : 2	1	7	5	12	-2	7	3	2

Further compounds follow:
Every second line gives: LYPLA1 counter	PAD4 FP inh	PREPL inhibitor	GSTO1 counter	LYPLA2 counter	PAFAH1B2 FP inh	PAFAH1B3 FP inh	pPAFAH FP inh	PME-1 primary
- CN(CC(=O)Nc1ccc(F)cc1)C(=O)c1ccncc1
 : -4	1	7	-1	-3	2	3	-5	-9
- Cn1c(=O)oc2cc(S(=O)(=O)NCCC(=O)N3CC=C(c4ccccc4)CC3)ccc21
 : 4	1	3	11	4	4	7	-1	7
- CCOC(=O)C1=C(N)N2C(=O)C(C)SC2=C(C(=O)OC)C1c1ccccc1OC (configuration not stated)
 : 1	-2	8	4	-1	-2	1	2	-1
- COc1ccc(NC(=O)COC(=O)C2CCN(S(=O)(=O)c3cccs3)CC2)cc1OC
 : x	3	13	x	x	7	8	5	x
- CCOC(=O)CNC(=O)CSc1nc(NCc2ccccc2)nc(N(C)C)n1
 : 3	-2	9	-1	9	5	1	2	2
- Cc1cnc(C(=O)NCc2ccc(Cl)cc2Cl)cn1
 : 0	1	5	3	3	-1	4	9	-8
- CCNC(=O)c1cc2ccccc2o1
 : -1	2	-10	3	2	5	0	3	2
- O=C(CCCn1c(=O)[nH]c2ccsc2c1=O)Nc1ccc(F)cc1
 : 1	0	-7	-3	1	1	12	4	-2
- COc1ccccc1-n1cc2ccc([N+](=O)[O-])cc2n1
 : 1	-8	7	10	6	4	0	-1	4
- O=C(Cn1cnc2c(cnn2-c2ccccc2)c1=O)N1CCOCC1
 : 3	4	9	6	-1	0	4	2	2
- O=C(CN1CCOCC1)N1CCN(c2ccc([N+](=O)[O-])cc2)CC1
 : 7	-3	18	2	7	6	12	1	-1
- Cc1cc(=O)n2c(n1)NC(=NCc1ccccc1)NC2c1ccccc1 (configuration not stated)
 : 1	-10	-2	9	-4	x	x	-4	1
- Cc1ccc(S(=O)(=O)NOCc2ccccc2)cc1
 : x	0	x	x	x	14	6	23	x
- C=CCSc1nnc2nc3c(nn12)c1cc(C)ccc1n3CC=C
 : 0	-1	25	-7	4	9	9	2	4
- CCCC[n+]1c2ccccc2cc2ccccc21
 : -2	0	22	6	6	7	27*	3	-8

Assay outcomes (PubChem)
